Source: PubChem
VIM-2 inh: inhibitors of Pseudomonas aeruginosa VIM-2 metallo-beta-lactamase. purified VIM-2, nitrocefin hydrolysis, epi-absorbance fluorescence. inhibition, % at 5.6 µM. 290,000 tested, 0.89% active;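 active means inhibition above the mean of all tested compounds plus 3 SD, cutoff set per screening run, cut at about 7.5% in these data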;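 further: red hydrolysis product quenches plate fluorescence so inhibitors raise well fluorescence; 0% = enzyme with DMSO and 100% = DMSO without enzyme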
IMP-1 inh: inhibitors of Pseudomonas aeruginosa IMP-1 metallo-beta-lactamase; purified IMP-1, nitrocefin hydrolysis, epi-absorbance fluorescence; 290,000 tested, 0.45% active; inhibition, % at 5.6 µM;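 active means inhibition above the mean plus 3 SD of all compounds in the same screening run, cut at about 4.5% in these data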;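 further: 0% = IMP-1 with DMSO and 100% = DMSO wells lacking enzyme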
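System: Purified IMP-1 | Read-out basis: Percent enzyme inhibition | Controls: IMP-1 with DMSO as 0%, enzyme-free DMSO as 100% | Replicates: One well per compound | Doses: 5.6 µM nominal single concentration | Detection: Epi-absorbance fluorescence, 480 nm excitation, 530 nm emission | Incubation: 25 °C, 15 min preincubation, 25 min reaction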
NS3 helicase inh: HCV NS3 helicase inhibition; 290,000 tested, 0.56% active; inhibition, % at 10.9 µM; NS3 helicase DNA unwinding, Cy5 molecular beacon fluorescence;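 active means inhibition above the mean of all tested compounds plus 3 SD, set per campaign, cut at about 35% in these data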;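 further: 0% = DMSO wells and 100% = thioflavine S control wells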
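Test system: hepatitis C virus NS3 helicase domain fragment enzyme. Also added: annealed dual-labelled DNA beacon duplex, ATP-started. Timing: 60 min unwinding reaction at 25 °C after ATP addition. Technique: Cy5 fluorescence. Measure: % inhibition of unwinding.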
MEKK3 PB1 HTS: modulators (inhibitors or enhancers) of MEK5 binding to human MEKK3 PB1 domain. binding response (% of control), % at 10 µM. 290,000 tested, 1.4% active. bead-based flow cytometry, Alexa488-MEK5 binding to MEKK3; actives lie on both sides; 0 = blocked by unlabeled MEK5, 100 = vehicle. AID 1529. Q99759;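 active means binding response more than 3 SD above or below the average of its plate-row segment, actives on both sides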;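 further: Alexa488 bead fluorescence after subtracting the streptavidin-only scavenger bead signal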
IDE cell activ: IDE (human) activation, cell-based | 340,000 tested, 0.073% active | AID 493087 | activation, % at 5.96 µM | HEK cells, FAbeta-B cleavage, fluorescence polarization; 0% vehicle, 100% cell-free pure enzyme wells | P14735;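 active means activation above the mean of all tested compounds plus 3 SD, set per screening campaign, cut at about 17% in these data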
Target sequence (P14735 whole entry, looked up): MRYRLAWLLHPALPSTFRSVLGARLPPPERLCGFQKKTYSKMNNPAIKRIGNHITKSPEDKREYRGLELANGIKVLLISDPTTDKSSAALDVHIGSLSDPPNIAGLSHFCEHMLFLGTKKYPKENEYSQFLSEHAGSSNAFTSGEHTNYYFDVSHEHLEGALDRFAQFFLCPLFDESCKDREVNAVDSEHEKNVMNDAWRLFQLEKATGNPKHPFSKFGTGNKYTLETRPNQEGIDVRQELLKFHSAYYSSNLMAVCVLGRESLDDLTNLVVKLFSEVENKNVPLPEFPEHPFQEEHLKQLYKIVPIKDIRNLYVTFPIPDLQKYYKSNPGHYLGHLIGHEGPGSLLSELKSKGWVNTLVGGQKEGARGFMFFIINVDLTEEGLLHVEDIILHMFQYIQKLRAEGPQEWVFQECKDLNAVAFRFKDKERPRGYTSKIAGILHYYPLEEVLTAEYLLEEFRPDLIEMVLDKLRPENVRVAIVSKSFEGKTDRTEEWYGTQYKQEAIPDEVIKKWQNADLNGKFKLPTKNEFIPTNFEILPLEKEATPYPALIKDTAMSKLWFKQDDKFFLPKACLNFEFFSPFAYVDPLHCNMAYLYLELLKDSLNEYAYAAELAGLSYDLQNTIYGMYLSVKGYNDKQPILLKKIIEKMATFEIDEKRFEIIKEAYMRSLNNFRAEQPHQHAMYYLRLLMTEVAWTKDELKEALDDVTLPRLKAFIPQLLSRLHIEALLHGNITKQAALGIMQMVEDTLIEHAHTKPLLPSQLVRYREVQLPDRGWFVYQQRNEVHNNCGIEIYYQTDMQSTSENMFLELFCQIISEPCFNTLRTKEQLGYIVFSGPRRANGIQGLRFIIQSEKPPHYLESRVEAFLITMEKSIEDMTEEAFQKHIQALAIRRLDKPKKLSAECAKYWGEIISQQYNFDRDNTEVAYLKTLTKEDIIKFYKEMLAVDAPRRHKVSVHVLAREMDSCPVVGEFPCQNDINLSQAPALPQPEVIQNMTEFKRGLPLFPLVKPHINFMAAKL
PHOSPHO1 inh: inhibitors of human PHOSPHO1 phosphatase. 290,000 tested, 1.1% active. Q8TCT1. inhibition, % at 13.3 µM. recombinant PHOSPHO1, absorbance phosphatase assay; in the data active means inhibition above about 60%
pCIP destab: lowers stability of the mouse p/CIP coactivator protein; 290,000 tested, 0.01% active; decrease of EGFP signal, % at 10 µM; Q05BA5; AID 1984; F442A p/CIP-EGFP cells, EGFP fluorescence, 16 h;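 active means EGFP signal decrease of at least 30% at 10 µM or well 3 SD below plate mean, unless failing retest; inactive means the rest, including hits failing retest or dose response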; further: some compounds called inactive have numbers as strong as hits; many of its hits are not listed in these tables
UBC9 SUMO inh: SUMOylation inhibition | HTRF SUMOylation assay, SAE1/SAE2 + UBC9, in vitro | inhibition, % at 35 µM | AID 2006 | 290,000 tested, 0.36% active | P63279; in the data active means inhibition above about 50%, passing the limit was not always enough; further: strong numbers were not always called active
DNA FID counter: fluorescent intercalator displacement, NS3 helicase counter-screen; DNA fluorescent intercalator displacement, fluorescence; inhibition, % at 7.9 µM; 290,000 tested, 0.17% active; in the data active means inhibition above about 37%;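 further: 0% = vehicle and 100% = reference compound; higher means more ethidium bromide displaced from hairpin DNA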
Active calls of the source: *; · = no result given. Not all compounds are listed; count on the stated rates, not on these rows.

SMILES | VIM-2 inh | IMP-1 inh | NS3 helicase inh | MEKK3 PB1 HTS | IDE cell activ | PHOSPHO1 inh | pCIP destab | UBC9 SUMO inh | DNA FID counter
COc1ccc2oc(=N)c(C(=O)Nc3cccc(C)c3C)cc2c1 | -1.6 | -3.0 | -6.4 | 108.0 | -2.9 | 34.3 | 6.5 | -2.2 | -1.7
CCn1c(Cc2ccccc2)nnc1SCC(=O)Nc1ccccc1F | -1.3 | -0.9 | -17.1 | 86.0 | -0.4 | 37.0 | -13.3 | 16.8 | -17.3
OC(COCc1ccco1)CN1CCN(c2ccccc2)CC1 (stereo not given) | -4.6 | -2.6 | -4.1 | 101.0 | 0.2 | -4.4 | 3.7 | 6.1 | 3.5
Cc1nn(CC(=O)Nc2nc3ccccc3s2)c(C)c1[N+](=O)[O-] | -2.6 | -1.0 | -3.6 | 99.0 | 0.0 | 47.3 | 9.5 | 5.3 | 8.7
S=c1[nH]nc(C2CC2c2ccc(Cl)cc2)n1-c1ccc(Cl)cc1 (stereo not given) | -3.2 | -0.8 | 12.9 | 102.0 | -6.1 | 14.1 | 2.4 | -10.1 | -32.9
O=C(NCc1ccccc1C(F)(F)F)C1CC(c2ccccc2[N+](=O)[O-])=NO1 (stereo not given) | -4.3 | -2.4 | -6.6 | 98.0 | 3.3 | 33.9 | -2.6 | 0.2 | -6.0
c1ccc(SCc2nc3ccccc3s2)nc1 | -1.8 | -5.0 | 8.9 | 101.0 | -1.4 | -126.4 | 5.5 | -6.6 | -12.8
COC(C[C@@H](O)[C@H](C)[C@@H](O)COCc1ccccc1)OC | · | · | · | 99.0 | 2.6 | 0.1 | -2.0 | -8.6 | ·
CCOc1cccc(C(=O)NC2=NCCS2)c1 | -0.9 | -2.4 | -0.2 | 105.0 | 2.9 | 20.1 | -3.3 | -2.2 | -0.3
CCC(=O)Nc1ccc(C(=O)NNC(=O)c2ccc(Cl)cc2)cc1 | 0.1 | -0.7 | 9.6 | 104.0 | 4.3 | -7.3 | -9.6 | -10.7 | -0.7
Nc1ncnc2nc(SCCc3ccccc3)[nH]c12 | -1.0 | -3.4 | -0.4 | 91.0 | -2.4 | -4.9 | -4.8 | 17.1 | 0.8
Cc1cccnc1Nc1nc(-c2ccccn2)cs1 | -2.5 | -2.4 | 1.2 | 104.0 | 1.4 | -12.9 | -10.2 | 18.7 | -3.6
COc1ccccc1CN1CC(C(=O)N(C)Cc2ccc(C)o2)CCC1=O (stereo not given) | -4.3 | -4.0 | 7.7 | 101.0 | 6.4 | 39.5 | 7.6 | -2.2 | -26.5
Cc1ccc(S(=O)(=O)NC(CC(C)C)C(=O)Nc2nccs2)cc1 (stereo not given) | -0.5 | -1.2 | -1.4 | 101.0 | 4.5 | -11.5 | 1.8 | 21.5 | -8.0
COc1ccnc(Oc2ccc(F)cc2)c1C(=O)N/C=N/OCc1ccccc1 | -2.7 | -2.8 | 0.1 | 104.0 | -9.6 | 28.5 | -9.1 | 1.3 | -31.2

Entries of single compounds, looked up by structure. Screens in order: VIM-2 inh | IMP-1 inh | NS3 helicase inh | MEKK3 PB1 HTS | IDE cell activ | PHOSPHO1 inh | pCIP destab | UBC9 SUMO inh | DNA FID counter
COc1ccnc(Oc2ccc(F)cc2)c1C(=O)N/C=N/OCc1ccccc1 across the screens: -2.7 | -2.8 | 0.1 | 104.0 | -9.6 | 28.5 | -9.1 | 1.3 | -31.2
c1ccc(SCc2nc3ccccc3s2)nc1 across the screens: -1.8 | -5.0 | 8.9 | 101.0 | -1.4 | -126.4 | 5.5 | -6.6 | -12.8
COC(C[C@@H](O)[C@H](C)[C@@H](O)COCc1ccccc1)OC across the screens: · | · | · | 99.0 | 2.6 | 0.1 | -2.0 | -8.6 | ·
CCn1c(Cc2ccccc2)nnc1SCC(=O)Nc1ccccc1F across the screens: -1.3 | -0.9 | -17.1 | 86.0 | -0.4 | 37.0 | -13.3 | 16.8 | -17.3

More compounds:
SMILES | VIM-2 inh | IMP-1 inh | NS3 helicase inh | MEKK3 PB1 HTS | IDE cell activ | PHOSPHO1 inh | pCIP destab | UBC9 SUMO inh | DNA FID counter
CSc1cccc(N2CC(C(=O)N(Cc3nnc(-c4ccccc4Cl)o3)C3CC3)CC2=O)c1 (stereo not given) | 1.1 | 0.4 | -3.8 | 101.0 | 3.5 | -1.9 | -6.7 | -4.0 | -60.0
CCN(CC)CCCN=C1N[C@@H](c2ccccc2)C(C(=O)OC)=C(C)N1CC | -2.8 | -2.5 | -2.5 | 105.0 | 2.9 | -88.3 | -13.9 | -5.7 | 8.9
CCc1ccccc1Nc1nc(N)nc(CSc2nnc3ccccn23)n1 | -0.1 | -3.1 | -5.5 | 104.0 | 3.0 | 40.1 | 16.3 | -5.5 | -10.1
COc1ccc(NC(=O)c2ccc3[nH]c(=O)c(=O)[nH]c3c2)c(OC)c1 | -0.5 | -3.9 | 1.3 | 95.0 | -4.9 | 39.9 | 10.1 | 4.8 | -11.4
COc1ccccc1NC(=O)C1=C(C)Nc2nnnn2C1c1cc(Br)ccc1OC (stereo not given) | -3.6 | -2.8 | 1.4 | 100.0 | -5.5 | 29.2 | -12.9 | 20.0 | -8.1
CC(=O)N1c2ccccc2C(CBr)=CC1(C)C | 0.6 | -3.1 | -11.2 | 99.0 | 1.6 | 18.9 | -14.5 | 26.8 | 2.5
CC(=O)NS(=O)(=O)c1ccc(NS(=O)(=O)c2ccccc2[N+](=O)[O-])cc1 | -0.3 | -1.9 | -2.1 | 106.0 | -3.4 | 15.9 | 0.8 | 21.7 | 0.0
Cc1c(CN(C)C)c2c(n1Cc1ccccc1)C(=O)c1ccc(Br)cc1-2 | -0.9 | -0.2 | -29.4 | 89.0 | 5.9 | 19.3 | -9.7 | -16.8 | 24.7
Cc1ccc(NC(=O)CSc2nnc(-c3cnccn3)n2C)cc1C | -0.5 | -3.4 | -26.0 | 103.0 | -2.8 | 4.7 | -14.3 | 2.9 | -11.0
CCN(CC)S(=O)(=O)c1cccc(NC(=O)CN2C(=O)c3ccc([N+](=O)[O-])cc3C2=O)c1 | -0.9 | -3.9 | -5.1 | 98.0 | 0.8 | 0.3 | 0.1 | 6.2 | 0.7
CCCCn1c(SCC(=O)N2CCOCC2)nc2ccccc2c1=O | -1.5 | -2.2 | 2.1 | 108.0 | 1.0 | 39.2 | -17.4 | 22.1 | -25.5
CCC(NC(=O)Nn1cnnc1)(C(F)(F)F)C(F)(F)F | 1.6 | -2.0 | -1.8 | 102.0 | 5.4 | -0.9 | -9.2 | 23.8 | 2.0
COC(=O)c1cc(COC(=O)c2cccnc2SC)oc1C | -1.0 | -4.1 | 7.9 | 99.0 | 1.3 | -3.5 | -3.1 | 4.8 | -8.8
Cc1csc(NC(=O)CCn2c(=O)oc3ccccc32)n1 | -1.9 | 0.6 | 1.2 | 107.0 | 4.0 | 6.7 | 5.5 | 12.2 | -3.8
COc1ccc(NS(=O)(=O)c2cc(NC(=O)C3CCCO3)ccc2N2CCCC2)cc1 (stereo not given) | -3.0 | -0.8 | -0.7 | 103.0 | 1.5 | 36.0 | 1.3 | 13.4 | -18.8
O=C(CNC(=O)c1ccc(Cl)cc1)NC1CCCCC1 | -1.8 | -0.1 | -0.1 | 101.0 | -0.6 | 9.0 | -10.0 | 13.1 | -8.6
COc1ccc(CCNC(=O)C2CCN(S(=O)(=O)c3c(C)noc3C)CC2)cc1OC | 1.0 | 2.7 | 0.0 | 96.0 | 3.3 | 45.2 | -18.3 | 1.0 | -11.6
CN1CCN(CCNC(=O)c2cn(Cc3ccccc3F)nn2)CC1 | -2.0 | -2.2 | -0.1 | 94.0 | 6.0 | 10.6 | -14.2 | 11.5 | 2.5
COc1ccc(Cn2nc(-c3ccccc3)c(N3CCCCC3)cc2=O)cc1 | 2.0 | -2.8 | -13.9 | 96.0 | 2.6 | 49.4 | -1.8 | -9.4 | -31.9
O=C(COc1ccccc1F)Nc1c2c(nn1-c1ccccc1)CS(=O)(=O)C2 | -1.2 | -2.5 | 2.1 | 102.0 | 3.3 | 42.7 | 9.2 | -1.9 | -15.0
Cc1cc(NC(=O)CCC(=O)N(CC(=O)NC2CCCC2)Cc2ccc(F)cc2)no1 | -0.9 | -2.8 | 6.1 | 105.0 | -1.9 | -7.3 | -6.7 | 16.1 | -3.8
O=c1ccc(NS(=O)(=O)c2ccc(Cl)cc2)cn1Cc1ccc(Cl)c(Cl)c1 | 2.1 | -0.7 | 12.7 | 107.0 | 8.0 | -47.5 | -2.8 | 28.8 | -18.4
C=CCn1c(-c2ccccc2)nc2nc3ccccc3nc21 | -1.8 | -2.0 | 2.2 | 105.0 | 6.0 | 1.2 | -3.7 | 7.4 | -5.8
COc1ccc(C(=O)CN2C(=O)c3ccccc3S2(=O)=O)cc1Br | -1.9 | -2.4 | 23.6 | 100.0 | 3.2 | 37.6 | -11.5 | -10.7 | -18.1
O=C(NC1CCSc2ccccc21)c1cc(S(=O)(=O)N2CCOCC2)ccc1F (stereo not given) | -0.6 | -3.9 | 2.1 | 95.0 | 1.4 | 17.6 | -8.9 | 0.1 | -23.1
COc1ccc(C(=O)NCC(=O)NCC2(N(C)C)CCCCC2)cc1OC | -0.7 | -0.1 | 0.1 | 102.0 | 2.1 | 12.6 | -1.3 | 6.9 | -2.6
O=C(CSc1nc(-c2ccc(F)cc2)cs1)NC(=O)NCc1ccco1 | -4.2 | -2.4 | 13.5 | 95.0 | -2.8 | 79.4* | 5.2 | 10.7 | -12.0
O=C(CCC(NC(=O)OCc1ccccc1)C(=O)O)OCc1ccccc1 (stereo not given) | -0.8 | -0.3 | 2.5 | 105.0 | -1.4 | 37.1 | 0.1 | 9.3 | -34.2
Cc1nc([N+](=O)[O-])c(NCCO)n1Cc1ccccc1 | 0.5 | -1.5 | 3.3 | 104.0 | 2.1 | 4.4 | 3.4 | 6.9 | 0.4
Cc1ccccc1S(=O)(=O)NC1OC(=O)C(Cl)=C1Cl (stereo not given) | -2.3 | -2.3 | 8.2 | 91.0 | -2.6 | 18.4 | -12.8 | 23.7 | 3.1
COc1ccc(NC(=O)c2ccc(COc3ccccc3OC)o2)cc1OC | -0.3 | -0.9 | -5.3 | 110.0 | 2.4 | 7.4 | 1.4 | -26.9 | -16.4
Cc1ccccc1C(=O)N/N=C/c1ccncc1 | 0.0 | -3.3 | 1.9 | 95.0 | 3.1 | 44.7 | -9.9 | 11.9 | 0.1
COc1cc(NC(=S)N2CCCC(C)C2)c(OC)cc1Cl (stereo not given) | 1.4 | 0.5 | -4.0 | 85.0 | 3.4 | 17.9 | 11.7 | 8.8 | 3.6
CC(=O)Nc1c(NCC(C)C)c2ccccc2oc1=O | -3.6 | -2.0 | -1.3 | 100.0 | 1.6 | 0.1 | -6.7 | 0.1 | -0.8
CC(C)CSc1nnc(N)s1 | -1.4 | -5.5 | 17.1 | 114.0 | 3.4 | -3.0 | 0.6 | -3.5 | 2.2
O=C(c1ccccc1-c1nc(-c2ccccc2)no1)N1CCCC1 | -1.9 | 0.5 | -6.2 | 109.0 | -5.5 | -4.2 | -0.6 | 9.2 | -20.8
CCn1cc(C(=O)N2CCCC(N3CCN(c4ccccc4C)CC3)C2)cn1 (stereo not given) | -3.1 | -5.4 | 20.6 | 95.0 | 2.1 | 26.3 | -7.7 | -5.0 | -24.1
